Source: PubChem BioAssay (several laboratories)
ZTA counter – counter-screen for EBNA-1 inhibitors: inhibitors of Epstein-Barr virus ZTA. P03206. ZTA-DNA binding, fluorescence polarization. inhibition, % at 11 µM. 0.15% of 320,000 active. AID 2234; in the data active = inhibition above about 33%
Target sequence (P03206 whole entry, looked up): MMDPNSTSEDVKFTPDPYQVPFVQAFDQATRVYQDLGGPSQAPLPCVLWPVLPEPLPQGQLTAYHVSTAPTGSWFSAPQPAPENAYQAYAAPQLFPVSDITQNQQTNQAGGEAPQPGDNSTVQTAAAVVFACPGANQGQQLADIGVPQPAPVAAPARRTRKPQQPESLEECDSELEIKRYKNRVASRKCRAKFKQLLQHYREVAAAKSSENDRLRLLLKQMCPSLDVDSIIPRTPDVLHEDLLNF
Fam108B inh – counter-screen for RBBP9 inhibitors: inhibitors of mouse Fam108B. recombinant Fam108B, FP-Rh probe fluorescence polarization. 0.33% of 300,000 active. AID 1947. inhibition, % at 9.51 µM;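 active = inhibition above the screen mean inhibition plus 3 SD, computed separately per campaign, cut at about 18% in these data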;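 note: inhibitors lower polarization as less probe binds the enzyme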
EBNA-1 inh – blocks EBNA-1 binding to DNA; EBNA-1 DNA binding, fluorescence polarization; inhibition, % at 14.8 µM; 0.34% of 300,000 active; AID 1950; in the data active = inhibition above about 28%
BCLXL inh – Bcl-xL (human) inhibition | Q07817 | GST-Bcl-xL / FITC-Bim BH3 peptide fluorescence polarization | inhibition, % at 10.9 µM | 0.7% of 320,000 active;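 active = inhibition above the mean of all tested compounds plus 3 SD, cutoff set per campaign, cut at about 30% in these data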;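 note: 0% = DMSO wells and 100% = unlabeled Bim-BH3 peptide competitor; inhibitors lower millipolarization by displacing the labeled peptide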
Target sequence (Q07817 whole entry, looked up): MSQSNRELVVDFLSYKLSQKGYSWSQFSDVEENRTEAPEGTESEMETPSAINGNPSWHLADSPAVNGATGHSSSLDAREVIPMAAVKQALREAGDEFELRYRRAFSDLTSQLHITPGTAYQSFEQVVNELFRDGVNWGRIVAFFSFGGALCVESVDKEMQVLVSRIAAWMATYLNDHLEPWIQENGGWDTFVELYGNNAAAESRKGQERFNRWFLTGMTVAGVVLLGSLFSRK
GLD-1 RNA inh – GLD-1-TGE RNA interaction inhibition (C. elegans) | 0.44% of 320,000 active | Q17339 | inhibition, % at 5.96 µM | AID 2280 | purified GLD-1 + fluorescein TGE RNA, fluorescence polarization;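 active = percent inhibition above a per-plate cutoff, the plate mean of test compounds plus 3 SD, cut at about 30% in these data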;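 note: 0% = DMSO wells with GLD-1 and probe and 100% = wells lacking GLD-1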
Target sequence (Q17339 whole entry, looked up): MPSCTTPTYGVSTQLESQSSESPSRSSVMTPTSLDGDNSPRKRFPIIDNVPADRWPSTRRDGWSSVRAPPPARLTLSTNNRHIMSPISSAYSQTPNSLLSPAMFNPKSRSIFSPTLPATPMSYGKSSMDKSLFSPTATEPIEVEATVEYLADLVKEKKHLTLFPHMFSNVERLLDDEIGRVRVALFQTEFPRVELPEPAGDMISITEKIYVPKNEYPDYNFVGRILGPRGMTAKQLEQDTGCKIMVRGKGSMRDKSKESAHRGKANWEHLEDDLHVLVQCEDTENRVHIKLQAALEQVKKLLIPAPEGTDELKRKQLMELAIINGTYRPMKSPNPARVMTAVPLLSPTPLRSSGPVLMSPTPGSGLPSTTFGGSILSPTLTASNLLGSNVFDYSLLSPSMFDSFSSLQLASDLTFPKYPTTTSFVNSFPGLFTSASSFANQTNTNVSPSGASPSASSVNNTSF
MEX-5 binding – C. elegans MEX-5 TCR-2 RNA binding activity; 0.38% of 300,000 active; MEX-5/FITC-TCR2 RNA binding, fluorescence polarization; active compounds read low; activity score (negative = inhibition of binding), % at 10 µM;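 active = inhibition past about -25% in most replicates, and total fluorescence under double the plate's negative control median, limit read from the data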;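 note: 0% = DMSO and -100% = 5 µM competing unlabeled TCR2 RNA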
Efflux pump inh – inhibitors of Candida antifungal efflux pumps expressed in yeast; AID 485275; 0.44% of 330,000 active; S. cerevisiae Candida pump triplex, Nile Red efflux; inhibition, % at 10 µM;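 active = plate passing quality check with inhibition over a set limit, or well fluorescence over plate mean plus 4 SD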;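 note: Nile Red retained in pooled yeast measured as flow cytometry median fluorescence; 0% = buffer negative control and 100% = Enniatin B positive control; higher means more Nile Red kept so more efflux inhibition; some compounds called inactive have numbers as strong as hits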
MCL1 BIM primary – inhibitors of human MCL1 binding to BIM-BH3 peptide. Q07820. 0.68% of 320,000 active. GST-MCL1 / FITC-Bim-BH3 fluorescence polarization. AID 2057. inhibition, % at 10.9 µM;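 active = inhibition above the mean inhibition of all tested compounds plus 3 SD, set per campaign, cut at about 40% in these data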;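 note: 0% = DMSO wells and 100% = unlabeled Bim-BH3 peptide control; higher means more loss of mP so more displacement of Bim peptide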
CR mimetic SO – lowers age-related superoxide in aged yeast cells; 0.18% of 330,000 active; S. cerevisiae aged cells, superoxide DHE fluorescence; active compounds read low; superoxide response (% of plate mean), % at 10 µM;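 active = superoxide response under a set limit, about three screen SD below normal, cut at about 65% in these data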;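 note: yeast aged for seven days with compound at 30 °C before DHE staining; 100% = average MFI of all compound-treated wells on the plate with controls excluded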
* hit, by the source's call; · = no result given.

Value order – GLD-1 RNA inh	MCL1 BIM primary	ZTA counter	Efflux pump inh	MEX-5 binding	CR mimetic SO	BCLXL inh	Fam108B inh	EBNA-1 inh
- C/C=C/C(=O)OCC(=O)Nc1ccc(F)cc1Cl
    2	-2	-3	0.0	0.6	95	8	0	6
- O=C1OCC/C1=C\c1ccccc1
    0	-1	-8	6.8*	-1.0	87	-2	2	6
- Cc1ccc(OC(=O)c2cccc([N+](=O)[O-])c2)c(-n2nc3ccccc3n2)c1
    -2	3	16	0.6	-1.7	99	0	1	-8
- Cc1nnc(N2C(=O)C(=O)/C(=C(/O)c3ccc4c(c3)OCCO4)C2c2ccc(F)cc2)s1 (stereo not given)
    -1	6	-9	0.0	-0.5	121	9	-1	-9
- CC(C)(C)C1CCC(=NNC(=O)C(=O)NCc2cccnc2)CC1 (stereo not given)
    1	4	10	-0.1	4.8	90	-2	0	1
- CC(=O)c1ccc(Sc2ccccn2)c([N+](=O)[O-])c1
    1	0	5	-0.1	7.5	106	3	1	-2
- CSc1nc(=S)n(Cc2ccccc2)c(C)c1C(C)=O
    3	5	-19	0.3	1.1	110	4	-1	-5
- CCS(=O)(=O)N1CCC(C(=O)NCc2ccccn2)CC1
    6	8	13	-0.1	2.3	92	7	-1	11
- CC(C)Cc1n[nH]c(=O)c2c1nnn2Cc1ccccc1F
    -3	8	-1	0.1	-1.2	101	0	-5	0
- NCCCC[C@H]1CNC(=S)N1CC1CCCCC1
    -7	0	4	0.0	-3.7	96	1	-4	12
- O=C(CSc1nncc2ccccc12)Nc1cccc(C(=O)O)c1
    3	14	1	-0.1	-1.6	100	9	-3	-5
- Cc1cc(=O)n2nc(N3CCC(C(=O)NCCc4ccc(Cl)cc4)CC3)sc2n1
    -1	-1	4	0.1	-1.8	93	3	0	-1
- CN(C)C(CNC(=O)c1cccc(S(=O)(=O)N(C)C)c1)c1ccccc1 (stereo not given)
    11	2	12	0.3	0.8	114	-2	-4	-5
- COc1cc(C=O)ccc1OCCCOc1ccc([N+](=O)[O-])cc1
    -3	-13	0	0.1	2.1	101	-1	-4	2
- O=C(N/N=C/c1ccc(Br)o1)/C(=C/c1ccc([N+](=O)[O-])cc1)NC(=O)c1ccccc1
    2	5	-15	-0.1	-3.8	98	6	8	-5
- Cc1oc(-c2ccccc2)[n+]([O-])c1C
    -4	0	-10	0.0	1.1	107	2	-4	9
- Fc1ccc(Nc2ccnc(Nc3ccc(F)cc3)n2)cc1
    6	5	0	-0.3	1.5	107	5	7	13
- O=C(COC(=O)CCC(=O)c1cccs1)Nc1ccc(Cl)cn1
    8	10	-12	0.1	-2.7	107	13	-1	-3
- CCC(=O)N1CCN(c2ccccc2NC(=O)Cc2ccc(Cl)cc2)CC1
    -8	2	19	-0.1	0.2	98	1	0	1
- COC(=O)NC1(C(F)(F)F)C(=O)Nc2c1c(=O)n(C)c(=O)n2C (stereo not given)
    -2	7	2	-0.1	0.5	79	8	-1	-2

Exported with each value named: part of the list above
COC(=O)NC1(C(F)(F)F)C(=O)Nc2c1c(=O)n(C)c(=O)n2C (stereo not given)
  GLD-1 RNA inh = -2	MCL1 BIM primary = 7	ZTA counter = 2	Efflux pump inh = -0.1	MEX-5 binding = 0.5	CR mimetic SO = 79	BCLXL inh = 8	Fam108B inh = -1	EBNA-1 inh = -2

O=C(COC(=O)CCC(=O)c1cccs1)Nc1ccc(Cl)cn1
  GLD-1 RNA inh = 8	MCL1 BIM primary = 10	ZTA counter = -12	Efflux pump inh = 0.1	MEX-5 binding = -2.7	CR mimetic SO = 107	BCLXL inh = 13	Fam108B inh = -1	EBNA-1 inh = -3

(listing goes on)
Value order – GLD-1 RNA inh	MCL1 BIM primary	ZTA counter	Efflux pump inh	MEX-5 binding	CR mimetic SO	BCLXL inh	Fam108B inh	EBNA-1 inh
- NS(=O)(=O)c1ccc(NC(=O)COC(=O)c2ccc(Cl)cc2[N+](=O)[O-])cc1
    -4	29	3	0.1	0.1	117	3	6	-2
- O=C(CN1CCCCCC1)Nc1cccc(Br)c1
    5	-5	-11	-0.1	-0.5	93	0	-5	0
- O=C(CCNS(=O)(=O)c1c(Cl)cccc1Cl)OCC(=O)c1ccccc1F
    5	-12	5	0.1	·	100	3	1	14
- O=C(Nc1ccc(Cl)c(Cl)c1)c1ccccc1
    5	0	-6	-0.2	·	96	-3	-6	0
- CCc1cc(=O)oc2cc(C)cc(OC(C)C(=O)NCCCN3CCOCC3)c12 (stereo not given)
    9	-2	7	0.0	2.0	116	9	-1	4
- Cc1ccc(C(=O)Nn2cnnc2)cc1Cl
    -6	-7	0	0.1	-0.1	112	0	-1	-17
- COC(=O)c1ccn(C(=O)c2ccc(Cl)cc2)n1
    7	-3	-12	0.0	2.0	101	0	-4	-9
- Cc1c2cnn(CC(=O)N3CCN(c4ncccn4)CC3)c(=O)c2c(C)n1Cc1ccc(F)cc1
    3	6	-2	1.4	-3.3	92	5	0	-4
- CN1CCN(C2=C(Cl)C(=O)C(c3cnc(N4CCCCC4)s3)=C(Cl)C2=O)CC1
    27	93*	6	0.2	-71*	104	77*	6	-15
- C[C@@H]1CCC2[C@](C)(CO)[C@@H](O)CC[C@]2(C)[C@@]12C[C@](CO)(CC(=O)O)CO2 (stereo not given in full)
    5	1	-16	-0.1	1.3	109	2	-3	-8
- O=C(NC1CCCC1)c1cc(S(=O)(=O)N2CCCC2)ccc1Cl
    6	1	-6	-1.2	2.0	93	-4	4	3
- COc1cc(NC(=O)C(C)Oc2ccccc2)cc(OC)c1 (stereo not given)
    2	2	3	0.0	-2.9	96	1	-1	6
- O=C(NCCCN1CCC(Cc2ccccc2)CC1)C1CCN(S(=O)(=O)N2CCC3(CC2)OCCO3)CC1
    3	-6	-4	0.0	-0.8	101	0	2	-1
- CCc1nnc(NC(=O)CSc2ccc(-c3nc4ccccc4[nH]3)cn2)s1
    7	-1	14	-0.1	1.8	111	3	-12	58*
- Cc1ccc2nc(SCC(=O)N(C)C3CCS(=O)(=O)C3)[nH]c2c1 (stereo not given)
    1	-12	-9	-0.1	·	86	-15	·	·
- NS(=O)(=O)c1ccc(CCNC(=O)c2ccc(S(=O)(=O)N3CCCCC3)cc2)cc1
    2	0	9	0.0	-1.7	95	-4	-2	6
- CCOC(=O)C(=CNc1ccc(OC)cc1[N+](=O)[O-])C(=O)OCC
    -1	2	-5	0.0	-0.2	98	-1	2	5
- CC1(C)CC2(CC(c3ccccc3)Oc3cc(O)ccc32)NC(=S)N1 (stereo not given)
    -5	4	20	0.0	0.5	108	-8	1	8
- COc1ccc(C(=O)NNC(=O)CSc2nnc(C3CC3)n2C)cc1
    4	4	16	0.3	0.2	105	1	1	6
- O=C(CCCOc1ccccc1)NC(=S)Nc1ccccc1
    -3	-4	-7	0.1	1.3	97	-3	2	-2
- COc1ccc(CCNCc2c(OC)ccc3ccccc23)cc1OC
    -9	4	-5	-0.1	-1.7	94	3	-2	2
- CC(C)C(OC(=O)c1ccco1)C(=O)NC1CCCC1 (stereo not given)
    4	-3	12	-0.1	-1.7	99	4	-1	-1
- CC(C)=CCC/C(C)=C/COc1ccc2ccc(=O)oc2c1
    3	2	-14	-0.1	4.5	78	5	-1	4
- O=C1/C(=C/c2ccco2)Cc2ccccc21
    3	2	-11	-0.5	2.3	113	4	-1	-3
- COc1ccc(NC(=O)c2ccco2)cc1NC(=O)c1ccco1
    6	3	3	0.0	-1.8	98	10	2	6
- O=C(NCc1cn2ccccc2n1)C1CCC(=O)N(Cc2ccccc2F)C1 (stereo not given)
    3	4	2	0.2	·	110	3	-4	-17
- CC(C(=O)NC1CCCCCC1)N(c1ccccc1)S(C)(=O)=O (stereo not given)
    -7	-2	0	0.2	-0.4	87	0	1	-12
- CC/C(=N/Nc1ccc(Cl)cc1)c1cnnc(SC)n1
    6	11	-10	-0.1	·	109	10	1	4
- Cc1ccc(C)c(S(=O)(=O)Nc2ccc3cn[nH]c3c2)c1
    0	-2	6	0.7	·	118	-1	·	·
- CC1(C)Cc2c(c(-c3ccccc3)nc(N3CCOCC3)c2C(N)=O)CO1
    9	3	8	0.1	0.1	110	-2	-10	-11
- CC(C)/C=C1\CC/C(=C\c2cccnc2)C1=O
    4	3	13	-0.1	1.1	107	5	4	3
- N#Cc1c(/N=C/c2cccnc2)sc2c1CCCC2
    5	10	-4	0.1	1.4	102	2	2	-3
- Fc1ccccc1N1CCN(CCCc2ccccc2)CC1
    3	4	3	0.0	0.8	103	5	2	-3
- COc1ccc(-c2[nH]ncc2/C=N\NS(=O)(=O)c2ccccc2)cc1OC
    -9	6	-6	0.1	3.7	94	3	-3	-6
- COc1ccc(CNC(=S)N/N=C/c2ccncc2)cc1
    3	1	-9	0.0	-3.7	107	0	1	-2
- COc1ccc(OC)c(C(=O)COC(=O)CNC(=O)C2CCCCC2)c1
    2	-2	4	0.0	1.3	89	4	5	-18
- CC(C)(C)S(=O)(=O)c1cnc2c(-c3ccc(F)cc3)cnn2c1N
    -6	-7	5	0.0	0.3	99	2	3	4
- CCOC(=O)C1CCCN(C(=O)c2sc3nc(C)nc(N4CCOCC4)c3c2C)C1 (stereo not given)
    4	5	3	0.0	-2.3	97	8	0	3
- Cc1c(NC(=O)Nc2ccc(F)cc2)c(=O)n(-c2ccccc2)n1C
    8	3	0	0.0	2.2	118	3	2	4
- Cc1cccc(NN=C2c3ccccc3-c3ccccc32)c1
    3	-13	3	0.1	·	110	-2	4	-2
- CC(=O)c1c(C)oc2ccc(NS(=O)(=O)c3cccs3)cc12
    3	-3	6	0.1	0.6	98	12	-1	11
- Cc1c(NC(=O)c2ccccc2NC(=O)COc2ccccc2)cccc1C(=O)O
    2	5	-12	2.6	-3.6	91	5	-4	7
- Cc1ccc(OCC(=O)Nn2cnnc2)c(Br)c1
    -3	6	7	0.1	3.5	98	4	9	4
- O=[N+]([O-])/C(C(Cl)=C(Cl)Cl)=C1\Nc2ccccc2O1
    0	1	-2	-0.1	-1.9	108	4	2	1
- O=C(NCCCn1ccnc1)c1ccc(N2CCCCCC2)c([N+](=O)[O-])c1
    0	4	-11	0.1	-6.1	81	4	-2	-6
- OC(Cn1cnnc1)c1ccccc1 (stereo not given)
    0	4	53*	0.1	-0.4	94	2	5	-4
- COc1ccc(CC(=O)OCC(=O)NC(=O)NC2CCCCC2)cc1
    -2	6	-7	-0.1	0.6	96	7	0	4
- COc1ccc(-n2c3c(cc(C(=O)N4CCN(CCO)CC4)c2=O)C(=O)CC(C)(C)C3)cc1
    5	7	-4	-0.2	3.4	106	3	-2	-4
- COc1ccc(C(c2c(NC(=O)c3ccco3)sc(C)c2C)N2CCOCC2)cc1OC (stereo not given)
    1	-3	1	0.2	·	89	5	·	·
- Cc1cccc(C(=O)NC(NCc2ccco2)C(Cl)(Cl)Cl)c1 (stereo not given)
    9	-3	1	-0.1	0.7	79	2	3	14
- CN(CCCCCCCCCCN(C)C(=O)Oc1cccc([N+](C)(C)C)c1)C(=O)Oc1cccc([N+](C)(C)C)c1
    -3	2	1	0.0	·	106	4	-3	10
- O=C(C(=O)N1CCCc2ccccc21)c1c[nH]c2ccccc12
    10	0	9	0.0	-0.6	90	4	-1	6
- CC(CCc1ccccc1)NC(=O)C1CCN(S(=O)(=O)N2CCOCC2)CC1 (stereo not given)
    -1	-4	14	0.3	0.1	108	0	-4	2
- COC1CCCCC1Nc1cccc(SC)c1 (stereo not given)
    5	6	-9	-0.2	2.6	97	5	-5	2
- CC(C)NC(=O)NC(=O)COC(=O)c1cc(S(=O)(=O)N2CCCCC2)ccc1N1CCOCC1
    6	-18	-8	-0.1	-0.3	104	-5	-1	-3
- COc1ccc(-c2noc(CN3CCCCC3)n2)cc1OC
    5	1	-16	-0.1	-1.7	93	0	-1	-7
